GASC-1 inh = inhibitors of human GASC-1 (JMJD2C) demethylase; Q9H3R0; GST-JMJD2C(1-420) H3K9me3 demethylation, DELFIA europium; inhibition, % at 2.35 µM; hit rate 0.069% among 330,000; AID 2099;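 active = more than half of a compound's replicate wells show inhibition beyond 50%, single wells judged on their own value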;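 note: signal counts dimethyl H3K9 product captured on neutravidin plate; 0% = median of DMSO wells and 100% = 0.3 times that DMSO median; strong numbers were not always called active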
PP5 primary = PP5 (human) phosphatase inhibition; purified PP5c, OMFP substrate fluorescence; inhibition, % at 6.7 µM; hit rate 0.18% among 320,000;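 active = inhibition above the campaign's mean inhibition across all tested compounds plus 3 SD, cut at about 9.5% in these data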;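 note: 0% = DMSO only and 100% = 100 µM cantharidin control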
Target sequence (P53041 whole entry, looked up): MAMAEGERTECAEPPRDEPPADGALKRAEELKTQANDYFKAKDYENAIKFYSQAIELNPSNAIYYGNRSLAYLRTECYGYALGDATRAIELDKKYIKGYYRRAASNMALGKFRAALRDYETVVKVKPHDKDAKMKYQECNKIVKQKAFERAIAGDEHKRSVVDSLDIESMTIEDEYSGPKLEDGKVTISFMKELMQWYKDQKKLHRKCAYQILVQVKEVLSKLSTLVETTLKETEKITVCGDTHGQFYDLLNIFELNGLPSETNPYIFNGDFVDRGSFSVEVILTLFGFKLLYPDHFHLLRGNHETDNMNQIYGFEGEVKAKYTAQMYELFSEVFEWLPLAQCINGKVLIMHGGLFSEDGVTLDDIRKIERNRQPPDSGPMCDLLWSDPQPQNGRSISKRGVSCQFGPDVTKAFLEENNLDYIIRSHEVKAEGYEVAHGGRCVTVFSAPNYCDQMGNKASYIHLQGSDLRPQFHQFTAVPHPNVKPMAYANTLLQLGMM
Efflux pump inh = blocks antifungal efflux pumps in multiplex yeast assay. S. cerevisiae Candida pump triplex, Nile Red efflux. inhibition, % at 10 µM. hit rate 0.44% among 330,000. AID 485275;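 active = plate passing quality check with inhibition over a set limit, or well fluorescence over plate mean plus 4 SD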;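 note: Nile Red retained in pooled yeast measured as flow cytometry median fluorescence; 0% = buffer negative control and 100% = Enniatin B positive control; higher means more Nile Red kept so more efflux inhibition; some compounds called inactive have numbers as strong as hits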
proCasp7 act = counter-screen for procaspase-3 activators: activators of human procaspase-7; activation, % at 8.5 µM; AID 463210; recombinant procaspase-7, Ac-DEVD-pNA absorbance 405 nm; D23A/D198A/D206A triple mutant, cannot self-cleave; scale: DMSO 0, 5 µM enzyme 100; hit rate 0.093% among 330,000; P55210;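 active = percent activation above the screen-wide mean plus 3 SD, cut at about 25% in these data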
Target sequence (P55210 whole entry D23A/D198A/D206A): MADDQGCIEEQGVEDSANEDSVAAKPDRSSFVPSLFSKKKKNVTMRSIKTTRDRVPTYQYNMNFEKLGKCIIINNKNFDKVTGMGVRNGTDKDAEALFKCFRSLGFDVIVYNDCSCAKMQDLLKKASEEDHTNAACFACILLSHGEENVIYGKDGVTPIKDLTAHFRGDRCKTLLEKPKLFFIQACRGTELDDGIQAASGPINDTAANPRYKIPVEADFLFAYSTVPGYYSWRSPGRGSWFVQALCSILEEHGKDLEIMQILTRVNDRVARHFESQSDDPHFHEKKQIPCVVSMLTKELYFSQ
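System: Procaspase-7 triple mutant (PC-7 D3A); measure: % activation from two-timepoint absorbance difference, scaled to controls; times: 1 h compound preincubation, 2 h substrate cleavage, 25 °C; also added: Ac-DEVD-pNA substrate, 400 µM as added; measured by: Epi-absorbance of released pNA at 405 nm, two timepoints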
procasp3 activ = procaspase-3 (human) activation; P42574; recombinant procaspase-3 D3A, Ac-DEVD-pNA absorbance 405 nm; activation, % at 8.5 µM; hit rate 0.11% among 330,000;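 active = activation above the mean of all tested compounds plus 3 SD, cut at about 21% in these data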;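 note: 0% = DMSO alone and 100% = DMSO wells spiked with extra 5 µM PC-3 D3A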
Target sequence (P42574 whole entry D9A/D28A/D175A): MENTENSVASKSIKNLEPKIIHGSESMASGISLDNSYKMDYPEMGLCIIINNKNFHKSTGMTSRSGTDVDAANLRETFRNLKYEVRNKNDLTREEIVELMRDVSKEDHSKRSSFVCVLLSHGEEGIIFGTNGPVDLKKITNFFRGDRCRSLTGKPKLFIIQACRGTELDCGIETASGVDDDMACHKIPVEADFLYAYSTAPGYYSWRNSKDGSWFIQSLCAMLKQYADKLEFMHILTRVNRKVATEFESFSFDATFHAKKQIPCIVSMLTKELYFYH
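Assay system – Procaspase-3 D3A mutant, all three cleavage aspartates alanine · Controls – DMSO-only low control, 5 µM PC-3 D3A high control · Schedule – 1 h compound preincubation, 2 h substrate hydrolysis at 25 °C · Signal – 405 nm absorbance of p-nitroaniline, reads at 0 and 120 min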
core dimer inh = HCV core protein dimerization inhibition; AID 1899; hit rate 0.33% among 300,000; inhibition, % at 5 µM; TR-FRET GST/Flag-core106 dimerization, 1536-well;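 active = inhibition above the mean of all tested compounds plus 3 SD, set per screening campaign, cut at about 45% in these data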
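Assay system: tagged HCV core106 pair (GST and Flag); medium: KF-containing HEPES buffer, pH 7.45, DTT, CHAPS, BSA; also added: Eu donor and XL665 acceptor anti-tag antibodies; dosing: 5 µM single dose; timing: compound-protein-antibody incubation 4 h at 22.5 °C; signal: TR-FRET 671 and 617 nm emission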
TPT1 inhibitor = blocks Candida albicans tRNA 2'-phosphotransferase; hit rate 0.81% among 300,000; recombinant caTPT1, FP RNA substrate dephosphorylation; inhibition, % at 5 µM; AID 1962;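 active = inhibition above the mean of all tested compounds plus 3 SD, set per screening campaign, cut at about 24% in these data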;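 note: plate controls were DMSO alone for no effect and ferristatin control at 100 nM for full effect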
PP1 inh = PP1-alpha (human) inhibition in PP5 counter-screen; purified PP1alpha, OMFP fluorescence; inhibition, % at 6.7 µM; hit rate 0.9% among 320,000; AID 2235;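 active = inhibition above the mean inhibition of all tested compounds plus 3 SD, computed separately for each screening campaign, cut at about 15% in these data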
Fh CTSL1 inh = cathepsin L1 inhibition, PFM18AAP counter-screen | recombinant F. hepatica cathepsin L1, Z-Leu-Arg-MCA fluorescence | inhibition, % at 5.96 µM | hit rate 0.49% among 300,000;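 active = inhibition above the mean of all tested compounds plus 3 SD, set per screening campaign, cut at about 17% in these data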;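 note: 0% = plate median of test compound wells and 100% = 1 µM Z-Phe-Ala-diazomethylketone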
Numbers without * were called inactive; x = not tested or not shown; & = joins results of further samples.

nr	molecule	GASC-1 inh	PP5 primary	Efflux pump inh	proCasp7 act	procasp3 activ	core dimer inh	TPT1 inhibitor	PP1 inh	Fh CTSL1 inh
1	Cc1ccc(C)c(OCc2cc(C(=O)N(C)Cc3nccs3)no2)c1	1.3	0.9	-0.1	-5.2	7.4	4.9	1.1	0.8	-2.8
2	CC(C)CC(NC(=O)C(NC(=O)C1CCC(=O)N1C(=O)OCc1ccccc1)C(C)C)C(=O)N1CCCC1C(N)=O (configuration not stated)	-2.2	2.2	0.1	2.4	3.2	-23.2	-1.4	0.2	-1.4
3	Cc1ccc(NC(=O)CNCc2ccc(Cl)cc2Cl)cc1S(=O)(=O)N(C)C	8.1	0.8	0.0	6.7	0.9	3.5	4.0	2.6	-6.0
4	Cc1cc(OCCN2CCN(S(=O)(=O)c3ccccc3F)CC2)ccc1C(C)C	-4.9	4.6	0.2	-12.9	5.5	x	x	0.7	x
5	O=C(CCC1CCCC1)N=C1SC2CS(=O)(=O)CC2N1Cc1ccccc1 (configuration not stated)	-13.8	2.0	0.1	0.8	-0.2	7.3	-2.2	5.1	2.4
6	Cc1cccn2c(=O)c(/C=C(\C#N)C(=O)NC3CCS(=O)(=O)C3)c(N3CC(C)OC(C)C3)nc12 (configuration not stated)	4.3	2.1	-0.1	-1.8	-7.5	1.6	-4.5	-2.7	-1.2
7	CCN(CC)S(=O)(=O)c1ccc(N2CCOCC2)c(NC(=O)CNCCc2ccccc2)c1	3.4	-0.8	0.1	5.5	8.4	4.9	0.2	-3.5	-0.8
8	CCOC(=O)N1CCN(c2ccccc2OC)CC1	-38.6	0.4	0.0	4.0	5.0	-0.7	-2.1	0.9	-1.8
9	CN1CCN(C(=S)c2ccc(Cl)cc2)CC1	4.7	-1.7	0.1	4.4	1.6	-0.5	1.1	2.4	1.9
10	CCCCN(CC)c1nc(N)c(C#N)c(CC#N)c1C#N	-1.8	2.5	-0.1	-20.7	-1.7	17.8	15.0	3.9	1.6
11	Cc1nn(Cc2noc(C(=O)NCCc3ccccn3)n2)c(C)c1Br	-1.8	1.5	0.1	-2.5	-8.4	-20.3	-2.3	2.2	0.9
12	O=C(Nc1nc2ccc(S(=O)(=O)N3CCCC3)cc2s1)c1ccco1	-4.8	0.6	0.2	-1.2	7.6	-0.2	1.1	-2.1	2.5
13	c1ccc(CN2CCN(C(c3ccccc3)c3nnnn3Cc3ccccc3)CC2)cc1 (configuration not stated)	-15.9	2.0	0.2	8.8	-4.9	8.4	-7.1	0.0	-3.2
14	CCOc1[nH]n(-c2ccc(Cl)cc2)c(=O)c1C=NCC(=O)OC	2.2	5.7	-0.1	3.0	13.4	-7.5	1.0	-3.6	-0.1
15	CC(OC(=O)CCN=C1NS(=O)(=O)c2ccccc21)C(=O)c1ccccc1 (configuration not stated)	-22.2	0.9	-0.1	3.1	-1.9	-2.8	-1.8	-2.1	1.1
16	CC1(C)CC(=O)C2=C(C1)N(c1ccc(F)cc1)C(=O)CC2c1ccccc1 (configuration not stated)	-0.5	1.8	0.2	-3.5	-4.5	2.5	4.2	5.6	-1.6
17	COc1ccccc1-c1noc(CCC(=O)Nc2ccccc2Cl)n1	-0.2	-1.1	0.1	2.4	7.9	2.5	-0.1	-1.8	1.7
18	C/C(N)=C(/C#N)C(=O)CSc1nnc(-c2ccc3c(c2)OCO3)o1	-21.0	2.9	0.1	7.3	8.1	-2.6	2.5	2.0	-1.1
19	O=C(CCc1nnc2ccc(N3CCC4(CC3)OCCO4)nn12)Nc1ccc(F)cc1	-0.7	2.2	0.0	-4.5	-0.2	-7.6	-2.3	-1.1	-1.8
20	Cc1ccc(OCc2n[nH]c(=S)n2-c2ccc(C)cc2)cc1	8.5	-0.2	0.0	-23.8	-4.0	3.5	-3.7	-4.3	0.8
21	O=C(O)CCCCCNC(=O)CCn1cnc2ccccc2c1=O	-8.4	-0.7	0.1	1.9	7.3	-3.8	-0.3	0.9	3.0
22	O=C(O)C1CCCN(S(=O)(=O)c2cccs2)C1 (configuration not stated)	2.3	4.4	-0.1	-3.6	-5.6	-1.4	-0.3	-4.3	5.5
23	Clc1cc2c(nn1)Nc1ccccc1S2	10.2	-2.0	-0.1	10.5	3.2	-2.5	-4.7	-3.0	-2.1
24	O=[N+]([O-])c1cc(Br)c(Nc2ccccc2)c([N+](=O)[O-])c1	6.7	0.3	-0.3	-0.7	-1.1	2.0	-0.1	3.0	3.4
25	O=c1[nH]c2cc3ccccc3cc2nc1C(F)(F)F	5.0	2.6	0.0	8.6	-6.1	-6.9	-10.2	2.3	-1.7

Reprinted at random: 5 records from the list.
nr	molecule	GASC-1 inh	PP5 primary	Efflux pump inh	proCasp7 act	procasp3 activ	core dimer inh	TPT1 inhibitor	PP1 inh	Fh CTSL1 inh
10	CCCCN(CC)c1nc(N)c(C#N)c(CC#N)c1C#N	-1.8	2.5	-0.1	-20.7	-1.7	17.8	15.0	3.9	1.6
9	CN1CCN(C(=S)c2ccc(Cl)cc2)CC1	4.7	-1.7	0.1	4.4	1.6	-0.5	1.1	2.4	1.9
11	Cc1nn(Cc2noc(C(=O)NCCc3ccccn3)n2)c(C)c1Br	-1.8	1.5	0.1	-2.5	-8.4	-20.3	-2.3	2.2	0.9
17	COc1ccccc1-c1noc(CCC(=O)Nc2ccccc2Cl)n1	-0.2	-1.1	0.1	2.4	7.9	2.5	-0.1	-1.8	1.7
20	Cc1ccc(OCc2n[nH]c(=S)n2-c2ccc(C)cc2)cc1	8.5	-0.2	0.0	-23.8	-4.0	3.5	-3.7	-4.3	0.8

The list continues.
nr	molecule	GASC-1 inh	PP5 primary	Efflux pump inh	proCasp7 act	procasp3 activ	core dimer inh	TPT1 inhibitor	PP1 inh	Fh CTSL1 inh
26	COc1ccc(/C=C/C(=O)c2ccc3ccccc3c2O)cc1CN1CCOCC1	-27.7	4.7	0.3	-4.4	-8.0	-4.6	-3.5	7.1	-10.0
27	CCN(Cc1nc2ccccc2c(=O)[nH]1)Cc1nc2cc(OC)c(OC)cc2c(=O)[nH]1	14.5&0.5	-2.3	0.0	-3.1	-7.1	1.4	0.8	3.4	-2.1
28	O=C1NC(=S)N/C1=C/c1cc2c(cc1[N+](=O)[O-])OCO2	30.6	-1.5	0.0	-11.4	1.2	-7.6	-16.6	-4.6	4.0
29	COCCn1nnnc1C(c1ccccc1)N1CCN(C)CC1 (configuration not stated)	4.0	3.5	0.0	-3.6	8.8	-2.8	-8.4	1.4	-0.8
30	O=S(=O)(c1ccccc1)N1N=C(c2ccc(O)cc2)CC1c1ccco1 (configuration not stated)	5.9	4.8	0.3	-10.1	5.1	-1.4	3.8	-1.9	2.8
31	C=C(C)CSc1nc2sc3c(c2c(=O)n1-c1ccccc1)CCN(C)C3	1.3	0.0	-0.1	-1.5	2.3	12.1	11.3	12.6	0.7
32	O=C(c1ccccc1F)N1CCC(N2CCCCCC2)CC1	-6.7	-0.1	0.0	2.9	8.4	2.9	-1.7	1.4	-0.7
33	Cc1ccc(C)c(NC(=O)C2Cc3ccccc3CN2C(=O)OCc2ccccc2)c1 (configuration not stated)	-21.0	-1.2	-0.1	-1.9	-3.0	6.4	-1.1	0.3	3.4
34	COc1cccc(CNc2ccc(S(N)(=O)=O)cc2)c1OC	-1.5	-0.5	0.0	-0.9	0.2	1.4	0.4	-3.1	-0.3
35	CCc1ccc(N(C(=O)c2csnn2)C(C(=O)NC(C)(C)C)c2cccnc2)cc1 (configuration not stated)	-9.8	0.3	0.1	-0.3	5.0	1.9	-0.1	0.2	1.7
36	Cc1ccc(CNCC(=O)Nc2ccc(N3CCOCC3)cc2)cc1	-2.4	-2.6	-0.1	4.1	1.9	-4.4	-0.9	-2.2	-0.1
37	O=C(O)c1ccc(S(=O)(=O)c2ccc(Sc3ccc(C(=O)O)c(C(=O)O)c3)cc2)cc1	3.1	1.6	0.1	-0.2	1.7	-3.5	-3.6	2.6	-1.4
38	O=C(c1cc(S(=O)(=O)N2CCCCC2)ccc1N1CCOCC1)N1CCN(Cc2ccccc2)CC1	-6.2	-1.0	0.0	11.0	2.5	-0.9	-3.7	-0.1	1.8
39	O=S(=O)(c1ccc2c(c1)OCCO2)N1CCC(c2nc3ccccc3[nH]2)CC1	6.6	0.2	0.2	-0.8	8.3	0.6	-3.3	-2.9	-2.7
40	O=C(Nc1ncc2c(n1)-c1ccccc1OC2)c1ccc(Cl)cc1	2.8	0.7	-0.1	13.5	-1.1	1.2	-3.8	5.4	3.5
41	Cc1ccccc1N1CCN(C(=S)c2ccc([N+](=O)[O-])cc2)CC1	5.4	-3.4	0.0	-14.6	-8.8	-2.3	-1.2	-8.9	3.8
42	Cc1ccccc1NC(=O)CON=C(N)c1ccccc1	x	0.3	0.0	1.7	4.2	x	x	0.7	x
43	COc1ccc(S(=O)(=O)NC2CCCCC2)c(C)c1C	1.2	2.9	0.1	-1.4	2.0	2.3	2.6	-0.6	-2.7
44	COC(=O)C1=C(C(=O)OC)SC(=C2C(=S)C(C)(C)N(C(=O)C3CC3)c3ccccc32)S1	-8.2	-0.1	0.0	-17.6	-8.0	2.1	-1.9	-0.1	3.0
45	O=C(CC1Nc2ccccc2NC1=O)Nc1ccccc1NC(=O)CC1Nc2ccccc2NC1=O (configuration not stated)	-20.6	1.7	0.0	8.3	2.5	3.2	3.6	0.4	2.0
46	CN(C)c1ccnc(-n2cccc2/C=N/O)c1C#N	-9.5	-5.4	0.3	-8.7	-9.2	2.5	-2.7	2.4	3.5
47	COc1ccc(-c2cc(C(=O)NCC(C)C)no2)cc1	7.4	2.4	0.1	13.6	1.6	-4.4	-7.6	0.6	-4.6
48	Cc1ccc(-n2cccc2/C=C2\C(=N)N3N=C(c4ccco4)SC3=NC2=O)cc1	-3.8	1.8	-0.1	5.7	-3.1	20.6	9.7	8.8	4.0
49	Cc1ccc(S(=O)(=O)n2cnc3cc([N+](=O)[O-])ccc32)cc1C	0.8	-1.8	-0.4	2.4	5.5	-2.4	-5.3	-4.6	2.0
50	COc1ccc(C2CC(c3ccc(C)cc3)=NN2C(=O)c2ccccc2)cc1 (configuration not stated)	-14.5	0.4	0.0	-10.5	-3.5	2.1	3.1	0.8	-2.9
51	O=C(COc1ccc(Cl)cc1)NCc1nnc(SCC(=O)N2CCCCC2)o1	-2.8	-0.8	0.0	-1.0	6.1	0.3	-1.4	-3.4	0.1
52	N#Cc1nc(-c2ccc(F)cc2)oc1NCCCn1ccnc1	-2.3	0.3	0.0	-3.5	-4.4	-2.4	3.6	0.6	2.0
53	COc1ccc(/C(C)=N/NC(=O)c2ccc(CSc3nncn3C)cc2)cc1	5.9	-2.7	-0.1	1.1	1.2	-2.4	-0.4	-2.8	-2.9
54	O=C(NCCCCNC(=O)c1c(Cl)cccc1Cl)c1c(Cl)cccc1Cl	1.5	-1.2	-0.1	4.1	1.8	-4.2	-6.0	0.5	0.1
